# Glioma ERSR ind: ER stress response induction in glioma. U87-MG GRP78 promoter luciferase reporter, 16 h. Potency, µM, inactives show at the highest dose activation, hits mostly activators. 420,000 tested, 0.02% active. AID 602332; also: potency is read from the fitted curve at half-maximal effect; series mostly up to about 76 µM; % of control where 0% means no effect; nearly all actives have a fitted effect of over 35% in size
#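 ERSR induction read as luciferase luminescence (Bright-Glo, 10 min at room temperature) in stably transfected human U87-MG glioma cells exposed to compounds for 16 h, using GRP78 as sensor.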
# D1 potentiator: human D1 dopamine receptor positive modulation; potentiation, % at 10 µM; P21728; 360,000 tested, 0.036% active; HEK293 TREx D1 cells, calcium flux, dopamine EC20 potentiation; in the data active = potentiation above about 30%; also: 0% is about no effect
# Target sequence (P21728 whole entry, looked up): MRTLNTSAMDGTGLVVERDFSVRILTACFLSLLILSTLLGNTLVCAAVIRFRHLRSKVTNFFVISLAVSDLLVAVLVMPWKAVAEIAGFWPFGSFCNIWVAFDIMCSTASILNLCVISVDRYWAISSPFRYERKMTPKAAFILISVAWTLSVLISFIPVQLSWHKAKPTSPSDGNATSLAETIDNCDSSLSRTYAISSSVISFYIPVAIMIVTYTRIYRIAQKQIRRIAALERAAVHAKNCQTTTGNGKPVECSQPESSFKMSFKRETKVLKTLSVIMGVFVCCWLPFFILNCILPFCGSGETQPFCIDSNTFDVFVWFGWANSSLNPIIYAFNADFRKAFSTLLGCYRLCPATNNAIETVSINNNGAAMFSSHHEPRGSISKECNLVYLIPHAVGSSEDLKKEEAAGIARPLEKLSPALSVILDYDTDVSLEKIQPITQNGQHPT
# D1 antag: human D1 dopamine receptor antagonism. P21728. HEK293 TREx D1 cells, calcium flux, dopamine EC80; stronger effect = lower value. activity change, negative = inhibition, % at 10 µM. 360,000 tested, 3.2% active. AID 504652; in the data active = activity change below about -30%; also: % is scaled to controls: 0 for no effect and ±100 for the full control effect
#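 Tetracycline-induced HEK293 Trex D1 cells, force-coupled to calcium, dye-loaded; compounds added and read 180 s, then EC80 dopamine added and calcium flux tracked kinetically another 180 s.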
# RXFP1 ag: RXFP1 (human) receptor agonism; HEK293T-RXFP1 cAMP TR-FRET, 30 min; response scale: percent of porcine relaxin response, buffer zero; 370,000 tested, 0.3% active; Q9HBX9; AID 2676; Potency, µM (top dose mostly 57.5 µM), for inactives: at the top dose activation, most hits filed as activators; also: potency is read from the fitted curve at half-maximal effect; % is scaled to controls: 0 for no effect and ±100 for the full control effect; nearly all actives have a fitted effect of over 60% in size; many of its hits are not listed in these tables
#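 HEK293 cells stably expressing RXFP1, treated 30 min at 37C with compounds plus PDE4 inhibitor Ro 20174; cAMP measured by HTRF TR-FRET. Normalized to buffer and 29 nM porcine relaxin; EC50 by Hill fit.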
# D1 ag: agonists of human D1 dopamine receptor; P21728; HEK293 T-REx D1 cells, calcium flux, agonist mode; activation, % at 2 µM; 360,000 tested, 1% active; in the data active = activation above about 30%; also: 0% is about no effect
#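 Agonism was scored from calcium flux recorded over 180 s (1 read/s) after pintool compound addition, following a 10-cycle baseline. Cells were inducible force-coupled HEK293 TREx D1, plated overnight at 30 C and loaded with no-wash calcium dye.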
# Vif-A3F inh: blocks the Vif interaction with APOBEC3F; HeLa A3F-eYFP + Vif (tagged APOBEC3F with the HIV-1 protein that degrades it), YFP fluorescence increase; AID 602313; 390,000 tested, 0.2% active; Potency, µM (titrated, usually from 46.1 µM), without a hit: at the highest dose activity, negative = active; also: potency is read from the fitted curve at half-maximal effect; % of control where 0% means no effect; nearly all actives have a fitted effect of over 65% in size
#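 Fluorescence increase (Ex 488/Em 500-530) after overnight compound treatment at 37 deg C flags inhibition of Vif-driven A3F-eYFP loss in stable HeLa A3F-eYFP/Vif cells seeded overnight beforehand.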
# Vif-A3G inh: Vif-A3G binding inhibition; HeLa A3G-eYFP + Vif (tagged APOBEC3G with the HIV-1 protein that degrades it), YFP fluorescence, overnight; AID 602310; Q9HC16; Potency, µM (top dose mostly 46.1 µM), for inactives: at the top dose activity, negative = active, most hits filed as inhibitors; 410,000 tested, 0.076% active;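 also: potency is read from the fitted curve at half-maximal effect; % is scaled to controls: 0 for no effect and ±100 for the full control effect; nearly all actives have a fitted effect of over 60% in size; hits raise eYFP signal because A3G escapes Vif-driven loss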
#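 HeLa cells stably expressing Vif and C-terminally eYFP-tagged A3G, seeded overnight at 37 deg C, then exposed to compound by pintool overnight at 37 deg C. Rise in yellow fluorescence (Ex 488/Em 500-530, Acumen) marks blocked Vif-driven A3G degradation.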
# D2 PAM: D2 dopamine receptor (human) potentiation. HEK293 T-REx D2, calcium flux, EC20 dopamine potentiation. potentiation, % at 10 µM. AID 485347. 340,000 tested, 0.34% active. P14416;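 active = potentiation over 3 SD above the plate norm, cut at about 30% in these data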; also: 0% is about no effect
# Target sequence (P14416 whole entry, looked up): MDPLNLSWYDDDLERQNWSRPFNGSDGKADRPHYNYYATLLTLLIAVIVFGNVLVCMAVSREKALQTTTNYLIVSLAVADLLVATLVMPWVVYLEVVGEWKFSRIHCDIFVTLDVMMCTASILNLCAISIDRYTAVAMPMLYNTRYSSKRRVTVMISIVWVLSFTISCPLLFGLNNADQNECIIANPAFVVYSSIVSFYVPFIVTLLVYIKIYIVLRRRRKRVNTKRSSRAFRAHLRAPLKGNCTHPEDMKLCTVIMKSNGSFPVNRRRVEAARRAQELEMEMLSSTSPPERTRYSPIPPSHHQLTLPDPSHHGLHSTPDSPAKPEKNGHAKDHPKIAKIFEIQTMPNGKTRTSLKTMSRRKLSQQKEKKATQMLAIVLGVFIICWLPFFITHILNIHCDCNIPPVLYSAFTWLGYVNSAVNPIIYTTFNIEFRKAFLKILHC
#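 Potentiation of an EC20 dopamine calcium response measured kinetically over 180 s, after a preceding 180 s compound-only read flagging agonists. Cells: inducible Hek293 Trex D2 line, 4000/well, cultured overnight at 30 C before dye loading.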
# RXFP1 antag: blocks the human relaxin receptor RXFP1. HEK293-RXFP1, relaxin-stimulated cAMP HTRF, 30 min; stronger effect = lower value. Q9HBX9. activity change, negative = inhibition, % at 57.5 µM. 350,000 tested, 0.59% active;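 active = activity change of -60% or lower, but not beyond a set lower limit; inconclusive = change between -60% and -40%, or beyond the set limit; inactive = change above -40%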; also: % is scaled to controls: 0 for no effect and ±100 for the full control effect
# Numbers without * were called inactive; ? = inconclusive; / = not tested or not shown. Unless noted, calls follow the shape of the dose curve; as a rule, active = well fitted curve in the direction sought with a large enough effect; inconclusive = small, poorly fitted or top-dose-only effect, or another doubt; inactive = no such curve, though single readings can be large; an effect the other way counts as inactive or inconclusive.
# A first look:
mol,Glioma ERSR ind,D1 potentiator,D1 antag,RXFP1 ag,D1 ag,Vif-A3F inh,Vif-A3G inh,D2 PAM,RXFP1 antag
CC1CCC(NC(=O)CC(NC(N)=O)c2ccccc2Cl)CC1 (configuration not stated),4%,-4,33,-1.1%,4,5%,-4%,3,-4
Cc1ccc(S(=O)(=O)N(C)CC(=O)N(C)CCOc2ccccc2)cc1,-4%,/,/,/,/,-2%,1%,/,0
O=[N+]([O-])c1cccc(-n2nnnc2CN2CCCCCC2)c1,-5%,0,35,-0.1%,3,0%,1%,/,6
COc1ccc(C(CNC(=O)CNC(=O)c2cccc(F)c2)N2CCOCC2)cc1 (configuration not stated),-3%,/,/,/,/,-13%,-5%,/,7

# Main list (from the top)
mol,Glioma ERSR ind,D1 potentiator,D1 antag,RXFP1 ag,D1 ag,Vif-A3F inh,Vif-A3G inh,D2 PAM,RXFP1 antag
CC1CCC(NC(=O)CC(NC(N)=O)c2ccccc2Cl)CC1 (configuration not stated),4%,-4,33,-1.1%,4,5%,-4%,3,-4
Cc1ccc(S(=O)(=O)N(C)CC(=O)N(C)CCOc2ccccc2)cc1,-4%,/,/,/,/,-2%,1%,/,0
O=[N+]([O-])c1cccc(-n2nnnc2CN2CCCCCC2)c1,-5%,0,35,-0.1%,3,0%,1%,/,6
COc1ccc(C(CNC(=O)CNC(=O)c2cccc(F)c2)N2CCOCC2)cc1 (configuration not stated),-3%,/,/,/,/,-13%,-5%,/,7
CCOC(=O)N1CCC(N2Cc3cccc(C(=O)Nc4ccc(OCC)cc4)c3C2=O)CC1,0%,-4,-5,-6.5%,1,0%,-2%,11,6
O=C(CN1CCN(c2cccc(Cl)c2)CC1)Nc1ccc([N+](=O)[O-])cc1C(=O)Nc1ccccc1F,-4%,-2,1,1.2%,1,-6%,-1%,0,-16
CCOC(=O)c1sc(=S)n(-c2ccc(F)c(F)c2)c1N,0%,-3,-9,-0.5%,16,-6%,0%,/,8
CC(=O)Oc1ccc(-c2ccc(C(=O)OCC(=O)N(C)CC(=O)Nc3ccccc3Cl)cc2)cc1,6%,-6,-22,2.9%,17,0%,-18%,/,-32
CCn1cc(C(=O)N2CCN(c3ccccc3F)CC2)c(=O)c2cc(S(=O)(=O)N(C)C3CCCCC3)ccc21,-4%,3,4,0.4%,2,-6%,-1%,1,/
COc1ccc(CN2CCNC(=O)C2CC(=O)N(C)C2CCCCC2)cc1OC (configuration not stated),-4%,/,/,/,/,1%,1%,/,-6
COc1cccc(-c2nc(CS(=O)(=O)CC(=O)Nc3ccc(C(C)=O)cc3)c(C)o2)c1,-7%,1,-10,4.2%,0,-7%,-2%,10,-32
CC(=O)NS(=O)(=O)c1ccc(N=NN2CCCCC2)cc1,-2%,0,5,-0.9%,5,2%,-3%,-2,2
C#CCOCCOCCOCCNc1nc(N2CCN(C(=O)Cn3cc(CC(C)O)nn3)CC2)nc(N2CCN(C(=O)Cn3cc(CC(C)O)nn3)CC2)n1 (configuration not stated),-3%,1,-15,0.4%,-2,-1%,5%,9,/
O=[N+]([O-])c1ccc(Oc2ccc(S(=O)(=O)N3CCCCC3)cc2)cc1,-2%,-10,-16,0.1%,11,1%,-1%,3,-19
COC(=O)c1c(C)[nH]c(C(=O)C(C)OC(=O)C2CC(=O)N(CCc3ccccc3)C2)c1C (configuration not stated),-1%,-18,-33*,-0.3%,3,6%,2%,-26,-2
Cc1cccc(C)c1NC(=O)COC(=O)CNC(=O)C1CCCCC1,-5%,-7,-31*,-2.0%,0,3%,0%,12,0
C=CCNC(=O)COC(=O)c1cc(S(=O)(=O)N2CCCCC2)ccc1Cl,-1%,-5,-9,0.1%,1,6%,-4%,-4,10
CN(C(=O)CCc1nc2ccccc2c(=O)[nH]1)C1CCS(=O)(=O)C1 (configuration not stated),-3%,/,-8,7.2%,2,-5%,3%,4,7
CC(=O)Nc1ccc(S(=O)(=O)Oc2ccc(C(=S)N3CCC(O)CC3)cc2)cc1,-4%,-5,-9,0.7%,6,-4%,2%,0,-8
O=C(Nc1ccc(F)c(Cl)c1)c1ccc2c(c1)OCO2,-3%,2,0,-2.0%,2,1%,1%,-15,8
CCCCSc1nc(C)[nH]c1[N+](=O)[O-],1%,-1,-3,1.0%,1,-4%,-1%,7,-6
COc1cccc(/C=C/C(=O)Nc2cccc(C(C)=O)c2)c1OC,11%,-2,12,2.2%,7,-6%,1%,-19,-2
Cc1nn(-c2ccccc2)c(C)c1/C=N/NC(=O)c1cc(O)cc(O)c1,2%,0,-5,-3.3%,3,0%,-17%,6,9
Cc1cccc(NC(=S)Nn2cnnc2)c1C,10%,2,13,1.1%,4,4%,-1%,11,0
Cc1ccccc1Cn1c(=O)n(-c2ccccc2)c(=O)c2ccc(C(=O)NCc3ccco3)cc21,/,-2,-5,4.1%,-1,/,/,-8,/
C=CCN(CC=C)C(=O)C(=O)c1ccn(-c2c(C)csc2C(=O)OC)c1,-5%,2,5,-1.7%,0,-1%,1%,4,20
Cc1ccc(-c2nc(C)c(CCNS(=O)(=O)c3ccc(F)c(C(F)(F)F)c3)s2)cc1,?,-3,27,0.3%,1,-4%,-19%,/,/
CSc1nc(N)c(NC(=O)c2ccc(Br)o2)c(=O)[nH]1,-1%,2,14,3.6%,3,6%,1%,12,-17
COCCn1c(=S)[nH]c2sc3c(c2c1=O)CCC(C)C3 (configuration not stated),3%,-1,-5,?,-3,-8%,-9%,/,-25
CCOc1ccc(CCNC(=O)CSc2n[nH]c(N)n2)cc1OCC,-1%,-3,10,3.0%,10,-6%,0%,12,1
Cc1cc(C(=O)N/N=C/c2ccc(-c3cccc([N+](=O)[O-])c3)o2)n[nH]1,-5%,-2,-5,0.5%,-1,2%,-2%,-9,-2
COc1ccc(NC(=O)COC(=O)c2ccc(S(=O)(=O)N3CCCC3)cc2)cc1OC,-2%,/,-22,0.3%,6,-3%,-5%,4,3
Cc1ccc2[nH]c(CN3CCC(CO)(CC4CCCCO4)CC3)c(C)c2c1 (configuration not stated),-10%,2,6,-1.5%,4,4%,-2%,-17,?
O=c1[nH]c(CN2CCN(C/C=C/c3ccccc3)CC2)nc2ccccc12,-5%,-6,-5,1.5%,5,-6%,-1%,-27,-3
CCn1c(SCC(=O)c2cc(OC)ccc2OC)nc2c1c(=O)n(C)c(=O)n2C,/,-3,2,5.8%,1,/,/,-1,/
Cc1ccc(Cc2c(-c3ccc(Cl)cc3)nc3cc(C)ccn23)cc1,4%,/,/,/,/,?,0%,/,-1

# Individual results from the list:
# COCCn1c(=S)[nH]c2sc3c(c2c1=O)CCC(C)C3 (configuration not stated) in D1 antag shows -5
# CCn1c(SCC(=O)c2cc(OC)ccc2OC)nc2c1c(=O)n(C)c(=O)n2C in D1 antag shows 2
# CCOc1ccc(CCNC(=O)CSc2n[nH]c(N)n2)cc1OCC in D2 PAM shows 12

# Additional entries
mol,Glioma ERSR ind,D1 potentiator,D1 antag,RXFP1 ag,D1 ag,Vif-A3F inh,Vif-A3G inh,D2 PAM,RXFP1 antag
N#Cc1cccc(-n2nnnc2-c2ccccn2)c1,2%,-2,-1,2.1%,3,0%,1%,9,-2
CCCNS(=O)(=O)c1ccc(CCC(=O)N2CCCC2)cc1,-1%,2,-5,0.8%,0,-21%,1%,9,1
COc1ccc(COCC(O)CN(Cc2ccccc2)C(C)C)cc1OC (configuration not stated),-1%,-4,-6,-1.7%,2,7%,14%,-3,1
CCN(Cc1ccccc1)S(=O)(=O)c1cc2c3c(c1)CCN3C(=O)CC2,-3%,-4,-34*,-0.2%,5,4%,-11%,0,-16
COc1cc(/C=C/C(=O)Nc2ccc(S(=O)(=O)Nc3onc(C)c3C)cc2)cc(OC)c1OC,-3%,/,/,/,/,-2%,1%,/,19
COCCCn1c(SCCc2ccccc2)nc2cc(OC)c(OC)cc2c1=N,-7%,0,-21,0.5%,-1,2%,-16%,-3,-9
COc1ccc(N2C(=O)CSC2c2ccncc2)cc1 (configuration not stated),-4%,-3,-11,1.7%,5,8%,-3%,-9,-3
CC(C)(C)OC(=O)N1CCC(c2c(C(=O)N3CCN(c4cccc(Cl)c4)CC3)cnn2-c2cccc(Cl)c2)CC1,-2%,6,-2,2.1%,2,0%,3%,2,-10
O=C(NC1CCCCC1)N1CCC(n2c(=O)[nH]c3ccccc32)CC1,-4%,/,-5,4.2%,0,1%,2%,6,7
Cc1cc(C)nc(N/N=C/C2=C(N3CCOCC3)C(=C/c3ccccc3)/CC2)n1,-5%,-12,-45*,1.7%,0,-14%,-28%,-7,14
Cc1nc2c(C(=O)NCc3ccc4c(c3)OCO4)c[nH]n2c(=O)c1Cc1ccccc1F,3%,-10,-16,2.1%,4,-2%,-17%,18,21
Cc1cc2ccccc2c(=O)n1CC(=O)NCC(=O)N1CCN(c2cccc(Cl)c2)CC1,-4%,2,-6,22%,1,18%,0%,8,-4
COc1ccc(-c2nc3ccccc3s2)cc1NC(=O)c1cc(OC)c(OC)c(OC)c1,7%,-4,7,?,0,1%,-4%,-9,-5
O=C(CSc1ccc(-c2ccccc2)nn1)N1CCN(c2ccccc2)CC1,-4%,0,23,0.0%,0,1%,1%,-1,9
CCOC(=O)c1cccc(NC(=O)CSc2nnc(-c3ccncc3)n2CCCOC)c1,2%,2,8,-0.3%,1,-22%,5%,0,3

# Exported with each value named: 2 of the compounds above.
COC(=O)c1c(C)[nH]c(C(=O)C(C)OC(=O)C2CC(=O)N(CCc3ccccc3)C2)c1C (configuration not stated)
- Glioma ERSR ind: -1%
- D1 potentiator: -18
- D1 antag: -33*
- RXFP1 ag: -0.3%
- D1 ag: 3
- Vif-A3F inh: 6%
- Vif-A3G inh: 2%
- D2 PAM: -26
- RXFP1 antag: -2
Cc1cccc(C)c1NC(=O)COC(=O)CNC(=O)C1CCCCC1
- Glioma ERSR ind: -5%
- D1 potentiator: -7
- D1 antag: -31*
- RXFP1 ag: -2.0%
- D1 ag: 0
- Vif-A3F inh: 3%
- Vif-A3G inh: 0%
- D2 PAM: 12
- RXFP1 antag: 0

# Screening results from PubChem.

# Only part of the results is shown. The share of hits here may be higher or lower than overall.
